IL2 activator: qHTS of IL-2 Activators | IL-2 activation reporter assay, cell-based qHTS; stimulated with anti-CD3/CD4/CD28 beads; in transgenic mouse T cells | activation, % (series mostly up to about 46 µM) | actives 0.065% (n = 360,000) | AID 652025, 2013; in the data active = activation above about 50%; inconclusive = mostly about 30% to 49%; also: 0% is about no effect
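Readout is EGFP and DsRed signal by fluorescent plate cytometry after 18 h at 37 degrees C. Transgenic mouse T cells (750/well) received compound for 60 min before bead stimulation (anti-CD3, anti-CD4, anti-CD28); memory T cells served as non-tolerant control.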
PLK1 PBD block: qHTS for Inhibitors of PLK1-PDB (polo-like kinase 1 - polo-box domain): Primary Screen. Potency, µM, for inactives: max response, negative = inhibition, hits mostly inhibitors. Plk1 PBD binding of FITC phosphopeptide, fluorescence polarization. actives 2.8% (n = 360,000). Serine/threonine-protein kinase PLK1 (Homo sapiens), P53350; also: potency is read from the fitted curve at half-maximal effect; series mostly up to about 57 µM; % is scaled to controls: 0 for no effect and ±100 for the full control effect; nearly all actives have a fitted effect of over 65% in size
Target sequence (P53350 whole entry, looked up, the tested form may be a part): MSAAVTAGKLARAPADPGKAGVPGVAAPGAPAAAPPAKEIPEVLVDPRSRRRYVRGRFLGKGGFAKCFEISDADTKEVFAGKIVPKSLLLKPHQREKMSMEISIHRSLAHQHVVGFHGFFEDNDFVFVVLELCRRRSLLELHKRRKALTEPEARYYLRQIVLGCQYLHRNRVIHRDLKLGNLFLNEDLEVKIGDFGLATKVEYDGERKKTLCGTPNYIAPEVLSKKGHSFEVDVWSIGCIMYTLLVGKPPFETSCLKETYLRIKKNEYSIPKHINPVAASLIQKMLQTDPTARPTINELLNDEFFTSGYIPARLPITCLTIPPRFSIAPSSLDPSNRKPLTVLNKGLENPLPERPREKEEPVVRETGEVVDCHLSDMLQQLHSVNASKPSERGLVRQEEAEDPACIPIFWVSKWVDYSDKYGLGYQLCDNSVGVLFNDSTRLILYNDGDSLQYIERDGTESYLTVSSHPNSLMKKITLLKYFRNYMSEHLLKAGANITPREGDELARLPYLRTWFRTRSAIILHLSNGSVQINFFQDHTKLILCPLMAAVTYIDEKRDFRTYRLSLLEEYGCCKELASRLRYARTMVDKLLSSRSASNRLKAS
PI5P4Ka inh: qHTS for Inhibitors of phosphatidylinositol 5-phosphate 4-kinase (PI5P4K); Phosphatidylinositol 5-phosphate 4-kinase type-2 alpha (Homo sapiens), P48426; PI5P4Kalpha enzyme, ADP-Glo luminescence, 60 min; stronger effect = lower value; max response, %; actives 1.2% (n = 330,000); AID 652105, 2013; active = max response of -50% or lower; inconclusive = between -30% and -50%; inactive = -30% or higher; also: value at the top dose of about 77 µM; % is scaled to controls: 0 for no effect and ±100 for the full control effect
Target sequence (P48426 whole entry, looked up): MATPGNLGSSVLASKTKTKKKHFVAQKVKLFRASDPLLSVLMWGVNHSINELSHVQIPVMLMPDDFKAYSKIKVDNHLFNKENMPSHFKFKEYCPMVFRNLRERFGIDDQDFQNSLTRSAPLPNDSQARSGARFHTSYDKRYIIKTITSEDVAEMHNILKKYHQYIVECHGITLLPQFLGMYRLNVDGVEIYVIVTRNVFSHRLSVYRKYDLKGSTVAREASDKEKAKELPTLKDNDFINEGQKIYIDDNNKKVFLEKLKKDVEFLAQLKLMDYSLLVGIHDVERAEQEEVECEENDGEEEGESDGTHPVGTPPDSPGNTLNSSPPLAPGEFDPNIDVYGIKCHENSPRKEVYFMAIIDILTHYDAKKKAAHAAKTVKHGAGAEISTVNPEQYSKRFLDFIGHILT
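Quantitative HTS of the MLSMR library against PI5P4Kalpha with substrate. ATP added last at 5 microM final; room temperature, 60 minutes. Remaining ATP depleted, ADP converted and read as luminescence.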
aSyn yeast inh: qHTS of alpha-syn Inhibitors. Yeast expressing alpha-synuclein, growth rescue, BacTiter-Glo, 24 h. Potency, µM (titrated, usually from 46.1 µM), for the others: top-dose growth rescue (activation), usual class: activators. actives 0.14% (n = 370,000); also: potency is read from the fitted curve at half-maximal effect; % of control where 0% means no effect; nearly all actives have a fitted effect of over 65% in size
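Galactose-induced alpha-syn yeast (OD600=0.02, raffinose-pregrown) + pinned cpd, 24 hr, 30 deg C; growth by BacTiter-Glo luminescence. Growth restoration scores as activation.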
WRN inhibitor: qHTS for Inhibitors of WRN Helicase | AID 651768, 2012 | Bifunctional 3'-5' exonuclease/ATP-dependent helicase WRN (Homo sapiens), Q14191 | actives 0.46% (n = 360,000) | WRN helicase unwinding, fluorescent forked duplex, kinetic | Potency, µM (highest dose often 114 µM), for the others: at the top dose activity change, negative = inhibition, hits mostly inhibitors; also: potency is read from the fitted curve at half-maximal effect; % is scaled to controls: 0 for no effect and ±100 for the full control effect; nearly all actives have a fitted effect of over 55% in size
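Kinetic fluorescence helicase assay: unwinding of a quenched forked DNA duplex (100 nM final) with 2 mM ATP final raises red fluorescence (525/598 nm). Compounds sat 15 min at room temperature with 20 nM WRN beforehand.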
EPAC1 ag: qHTS for Agonist of cAMP-regulated guanine nucleotide exchange factor 3 (EPAC1): primary screen. Rap guanine nucleotide exchange factor 3 (Homo sapiens), O95398. EPAC1 agonist qHTS, biochemical assay; response scale: 100% = response to 6.5 mM cAMP. AID 720707, 2013. actives 0.073% (n = 360,000). Potency, µM (series often up to 154 µM), inactives show top-dose activation, hits mostly activators; also: potency is read from the fitted curve at half-maximal effect; nearly all actives have a fitted effect of over 60% in size
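Nucleotide exchange assay: 100 nM EPAC1 with 250 nM Rap1B loaded with BODIPY-GDP and 50 uM GDP, room temperature. Fluorescence (480/540 nm) read every 5 min for 30 min; signal change normalized to 6.5 mM cAMP as full agonist.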
FUS suppressor: qHTS for Suppressors of FUS Proteinopathy: Primary screen using FUS-linked yeast assay | actives 0.24% (n = 390,000) | Potency, µM (titrated, usually from 76.6 µM), for the others: top-dose growth rescue (activation), hits mostly activators | S. cerevisiae FUS-expressing, growth rescue, OD600, 24 h | AID 1347120, 2019;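 also: potency is read from the fitted curve at half-maximal effect; plate controls were DMSO vehicle for no effect and reference control for full effect; nearly all actives have a fitted effect of over 55% in size; some results filed as inactive show a strong effect at the top dose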
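FUS-expressing yeast, raffinose-pregrown, induced in 2% galactose minimal medium at OD 0.005; compounds in a dilution series, 24hr at 30C. Growth restoration read as absorbance at 600 nm. CP55940 positive control, DMSO negative.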
EPAC1 antag: qHTS for Antagonist of cAMP-regulated guanine nucleotide exchange factor 3 (EPAC1): primary screen | EPAC1 GEF assay, Rap1b-BODIPY-GDP exchange fluorescence | Potency, µM (doses to about 115 µM), for inactives: top-dose activity change, negative = inhibition, most hits filed as inhibitors | actives 0.14% (n = 360,000) | AID 720709, 2013;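 also: potency is read from the fitted curve at half-maximal effect; plate controls were vehicle for no effect and positive control for full effect; nearly all actives have a fitted effect of over 50% in size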
Abeta rescue: qHTS for compounds that reverse cellular toxicity of Amyloid beta (A-beta) peptide in yeast: Primary Screen | yeast expressing A-beta42, growth rescue, OD600, 48 h; response scale: 0% DMSO, 100% iron-clioquinol control | Potency, µM (highest dose often 46.1 µM), without a hit: at the top dose growth rescue, usual class: activators | actives 0.063% (n = 410,000) | AID 1347071, 2019; also: potency is read from the fitted curve at half-maximal effect; nearly all actives have a fitted effect of over 55% in size
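Growth rescue measured by 600 nm absorbance after 48 h yeast culture at 30 C with compound. Values normalized between DMSO and an equimolar ferric chloride plus clioquinol control.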
Active calls of the source: *; ? = inconclusive; . = no result given; [ ] = remark or other dose. Unless noted, calls follow the shape of the dose curve; as a rule, active = well fitted curve in the direction sought with a large enough effect; inconclusive = small, poorly fitted or top-dose-only effect, or another doubt; inactive = no such curve, though single readings can be large; an effect the other way counts as inactive or inconclusive.

mol,IL2 activator,PLK1 PBD block,PI5P4Ka inh,aSyn yeast inh,WRN inhibitor,EPAC1 ag,FUS suppressor,EPAC1 antag,Abeta rescue
Cc1nc(NC(=O)C2CCCCC2)sc1C,4.9,3%,0,4%,-9%,0%,-13%,-15%,?
CSc1nc(=S)n(-c2ccc([N+](=O)[O-])cc2)c(C)c1C(C)=O,-0.8,-6%,6,0%,-8%,19%,-14%,1%,-18%
COc1ccccc1CNC(=O)C1CC2Cn3c(nc4cc(Cl)c(Cl)cc43)C2N1C (stereo unspecified),-1.8,-4%,1,0%,-1%,2%,21%,-10%,-31%
Cc1noc(C)c1NC(=O)N(C)C[C@H]1Oc2ccc(NC(=O)c3ccncc3)cc2C(=O)N([C@H](C)CO)C[C@@H]1C,-0.3,-15%,2,-5%,-1%,-13%,-6%,-3%,0%
CC(OC(=O)Cn1ccccc1=O)C(=O)Nc1cc(Cl)cc(Cl)c1 (stereo unspecified),0.7,-5%,0,2%,-5%,3%,?,0%,-12%
COc1cc(OC)cc(C(=O)NCC(=O)OC2CCOC2=O)c1 (stereo unspecified),-3.9,-4%,-1,4%,2%,-3%,-1%,1%,11%
COc1ccc(NS(=O)(=O)c2ccc(NS(C)(=O)=O)cc2)cc1,0.4,-3%,.,-8%,-16%,-5%,29%,6%,1%
O=C(NCCCc1nc2ccccc2[nH]1)c1ccco1,0.0,3%,-2,1%,3%,11%,16%,9%,12%
COc1ccc(NC(=O)COC(=O)CC2CCCC2)cc1Cl,1.9,-2%,0,-11%,-2%,1%,4%,4%,24%
CCOC(=O)c1csc(NC(=O)c2ccccc2)n1,-0.6,-26%,0,-16%,-4%,-7%,-20%,-11%,-17%
COC(=O)CCC(=O)Nc1cc(Cl)cc(Cl)c1,-0.5,-10%,2,-8%,-29%,7%,7%,?,4%
Fc1ccc(C2CC(c3cccs3)=NN2c2ccccc2)cc1 (stereo unspecified),0.4,2%,14,2%,-12%,6%,2%,-10%,18%
COc1ccc(C=C(C(=O)c2ccccc2)C(=O)c2ccccc2)cc1,-0.8,-2%,5,6%,-9%[57.1 µM],2%,29%,-8%,-24%
COC(=O)c1cn(C(=O)c2ccc3c(c2)OCO3)c2ccccc12,-2.3,-6%,5,14%,-3%,-7%,-32%,7%,3%
OCCC1CN(Cc2cccc(C(F)(F)F)c2)CCN1Cc1ccccc1 (stereo unspecified),-1.1,-17%,6,5%,4%[57.1 µM],-11%,-7%,-12%,-1%
C[C@@H]1COC(=O)[C@H](CC(=O)OC(C)(C)C)C/C=C\C[C@@H](CC(=O)NCCO)C(=O)N1,1.3,-9%,5,-1%,9%,-6%,-6%,0%,1%
CCN(C(=O)CSc1nc2ccc([N+](=O)[O-])cc2s1)c1c(N)n(Cc2ccccc2)c(=O)[nH]c1=O,1.5,-4%,3,2%,-2%,-6%,2%,-12%,-1%
CCc1ccc(/C=C2\Oc3ccc(C(=O)OC)cc3C2=O)cc1,-2.0,-10%,11,6%,-3%,13%,21%,-1%,-17%
CN1OC(Cn2cc(C#N)c(=O)n(C)c2=O)CC1c1ccccc1 (stereo unspecified),-1.0,-10%,1,0%,13%,11%,-17%,3%,-9%
Cn1c(SCC(=O)Nc2cccc(F)c2)nc2c(c1=O)SCC2,-2.1,-1%,-7,5%,-18%,-3%,.,0%,2%
O=C(O)C1Cc2c([nH]c3ccccc23)C(c2ccc3c(c2)OCO3)N1 (stereo unspecified),-0.9,-12%,.,9%,-19%,0%,23%,3%,3%
FC(F)(F)c1cccc(N2CCN(c3ccc4nnc(-c5ccccc5)n4n3)CC2)c1,-4.5,-4%,.,13%,-32%,24%,40%,3%,-7%
CC1CCCCN1S(=O)(=O)c1ccc(NC(=O)c2cccs2)cc1 (stereo unspecified),-2.0,-4%,.,16%,-12%,21%,19%,-14%,27%
CN1C(=O)NC(c2cccc(O)c2)C(C(=O)c2cccs2)C1(O)C(F)(F)F (stereo unspecified),0.5,-9%,.,21%,-4%[57.1 µM],4%,-6%,6%,13%
O=C1Nc2ccccc2S/C1=C/NCc1ccccc1Cl,0.4,-17%,1,-2%,-5%,18%,-2%,3%,14%
CCOC(=O)N1CCN(C(=O)CN(c2cccc(C)c2)S(=O)(=O)c2ccccc2)CC1,-0.2,0%,.,10%,-2%,-2%,25%,-3%,5%
COCCCNC(=S)N1CCC(NC(=O)c2ccco2)CC1,-0.5,-6%,4,3%,-4%,8%,5%,10%,-13%
CCN1C(=O)c2cccc3c(NC(=O)c4ccc(S(=O)(=O)N(C)C)cc4)ccc1c23,-1.2,4%,-9,-6%,-1%,9%,12%,4%,19%
Cc1nn(C)cc1C1C(C#N)=C(N)N(c2ccc(F)c([N+](=O)[O-])c2)C2=C1C(=O)CCC2 (stereo unspecified),-0.3,-7%,4,0%,-5%,7%,?,-2%,6%
Cc1[nH]c2ccccc2c1C(=O)/C=C/c1ccccc1Cl,-0.4,-5%,3,7%,-18%,-3%,.,-11%,18%
O=S(=O)(NCCCN1CCOCC1)c1ccc2ccccc2c1,-0.3,-20%,-2,1%,9%,-2%,9%,-5%,-8%
O=C(O)Cn1c(=O)c2c(c3ccccc31)CCC2,0.4,1%,0,0%,14%,-2%,14%,18%,0%

Rewritten field by field: 3 of the compounds above
> Cc1[nH]c2ccccc2c1C(=O)/C=C/c1ccccc1Cl
  IL2 activator: -0.4
  PLK1 PBD block: -5%
  PI5P4Ka inh: 3
  aSyn yeast inh: 7%
  WRN inhibitor: -18%
  EPAC1 ag: -3%
  FUS suppressor: .
  EPAC1 antag: -11%
  Abeta rescue: 18%

> O=S(=O)(NCCCN1CCOCC1)c1ccc2ccccc2c1
  IL2 activator: -0.3
  PLK1 PBD block: -20%
  PI5P4Ka inh: -2
  aSyn yeast inh: 1%
  WRN inhibitor: 9%
  EPAC1 ag: -2%
  FUS suppressor: 9%
  EPAC1 antag: -5%
  Abeta rescue: -8%

> O=C1Nc2ccccc2S/C1=C/NCc1ccccc1Cl
  IL2 activator: 0.4
  PLK1 PBD block: -17%
  PI5P4Ka inh: 1
  aSyn yeast inh: -2%
  WRN inhibitor: -5%
  EPAC1 ag: 18%
  FUS suppressor: -2%
  EPAC1 antag: 3%
  Abeta rescue: 14%

Continued:
mol,IL2 activator,PLK1 PBD block,PI5P4Ka inh,aSyn yeast inh,WRN inhibitor,EPAC1 ag,FUS suppressor,EPAC1 antag,Abeta rescue
COC(=O)C(C)n1cnc2c(nnn2-c2ccccc2)c1=O (stereo unspecified),-2.9,-5%,-3,-2%,0%,10%,-29%,0%,-10%
COC(=O)[C@]1(C)N[C@H](CN(C)S(=O)(=O)c2ccc(C(F)(F)F)cc2)[C@@H]2C(=O)N(C)C(=O)[C@@H]21,0.6,1%,0,1%,5%,-20%,-17%,1%,-5%
O=c1[nH]c(SCc2ccc([N+](=O)[O-])cc2)nc2[nH]ncc12,-1.4,-2%,2,14%,-12%,3%,-5%,-8%,-2%
Cc1ccc2cccc(S(=O)(=O)N3CCCc4ccccc43)c2n1,-0.4,2%,6,15%,-5%,6%,-1%,3%,7%
CC(C)c1nc(CNC(=O)c2cc(COc3c(F)cccc3F)on2)cs1,-0.3,-9%,-16,4%,3%,11%,13%,-11%,4%
CC(NS(=O)(=O)c1ccc2c(c1)c(=O)n(C)c(=O)n2C)C(=O)NC1CCCCC1 (stereo unspecified),-1.9,27µM*,-3,-4%,-6%,1%,10%,0%,-1%
O=C(CCn1cnc2ccccc21)N/N=C/c1ccccc1O,-3.0,8.4µM*,0,-1%,-1%,4%,8%,-5%,-22%
CCOc1ccc(OCC(=O)OC(C)C(=O)NC2CCCC2)cc1 (stereo unspecified),0.1,3%,2,3%[1.84 µM],12%,-9%,-10%,30%,-4%
CC1(C(=O)NS(=O)(=O)c2ccccc2Cl)CCN1C(=O)CC(c1ccccc1)c1ccccc1 (stereo unspecified),0.3,-4%,0,1%,-5%,-15%,27%,-20%,-6%
CCN(CC)S(=O)(=O)c1ccc2c(c1)CC(C(=O)N1CCCC1)N2C(C)=O (stereo unspecified),-0.6,-5%,-3,0%,5%,-5%,-23%,7%,-4%
CCOC(=O)C(NC(=O)c1ccc(OC)cc1)(N1CCCC1=O)C(F)(F)F (stereo unspecified),0.1,6%,-3,-8%,1%,-5%,.,9%,0%
O=C(O)CSC1CC(=O)N(c2ccc(Cl)cc2)C1=O (stereo unspecified),-1.9,-6%,.,-3%,-3%,6%,25%,0%,3%
CC(=O)c1cccc(NC(=O)Cn2cnc(S(=O)(=O)N3CCc4ccccc43)c2)c1,3.7,3%,8,-1%,-5%,0%,19%,12%,8%
CCOc1ccc(C(=O)Nc2nnc(S(=O)(=O)Nc3ccccc3C)s2)cc1,-2.7,-14%,-9,1%,-8%,-10%,-6%,-10%,-5%
Cc1c(NC(=O)CS(=O)(=O)c2ccccc2)c(=O)n(-c2ccccc2)n1C,2.2,-16%,3,1%,-1%,-4%,-1%,0%,23%
COc1ccc(N2CCN(C(=S)NC(=O)c3cccs3)CC2)c([N+](=O)[O-])c1,-0.5,-11%,-9,9%,-1%,15%,26%,-27%,?
CCOC(=O)C1=CN(CC2CCCCC2)CCC1=O,-0.5,-8%,-2,-14%,1%,9%,-15%,-5%,-2%

Source: PubChem BioAssay (National Center for Advancing Translational Sciences (NCATS))
